Source: PubChem (several laboratories)
GPR55 beta-arrestin: GPR55 agonists via beta-arrestin recruitment, primary screen, imaging, U2OS cells, beta-arrestin-GFP redistribution (AID 1961) | U2OS GPR55 beta-arrestin-GFP redistribution imaging; higher % means a stronger effect | activation, % at 10 µM; hits with a dose series show EC50 in µM | hit rate 0.048% among 290,000;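 active means activation above 40% with more than 50 cells counted in the well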;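 further: U2OS osteosarcoma cells stably expressing GPR55 and beta-arrestin-GFP; plate controls were DMSO negative control for no effect and LPI positive control for full effect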
NOD1 NF-kB reporter: NOD1 signaling inhibitors, primary screen, cell-based, luminescence, uHTS (AID 1578); inhibition, % at 4 µM, or EC50 in µM where a hit was titrated; NOD1-driven NF-kB luciferase reporter cells, luminescence; higher % means a stronger effect; hit rate 1% among 290,000; in the data active means inhibition mostly above about 36%, no sharp cut-off; inactive means mostly below about 34%;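 further: HEK-293T reporter cells stimulated with the NOD1 agonist gamma-tri-DAP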
Yfh1-depleted yeast: enhancers of respiration in Yfh1-depleted yeast, dose response, Friedreich's ataxia, plus single-dose screen (AID 1465); hit rate 0.074% among 220,000; fold induction at 50 µM, or EC50 in µM where a hit was titrated; S. cerevisiae Yfh1-off respiration, WST-1 reduction, 72 h; higher fold induction means a stronger effect;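 active means fold induction of absorbance versus untreated yeast above a set limit, then at least 30% activation at any dose in follow-up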;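 further: activators that raise dye reduction in frataxin-depleted yeast; strong numbers were not always called active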
NTR1 agonist: agonists of NTR1, primary screen, imaging, U2OS cells, beta-arrestin-GFP, high content (AID 493036); NTR1-U2OS beta-arrestin-GFP spot imaging, agonist mode; activation, % at 20 µM; hit rate 0.17% among 330,000;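 active means activation at or above 40% of the spot to cytoplasm intensity ratio, with at least 20 cells analyzed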;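 further: 0% = DMSO without peptide and 100% = 100 nM NTR1 peptide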
Target sequence (P30989 whole entry, looked up): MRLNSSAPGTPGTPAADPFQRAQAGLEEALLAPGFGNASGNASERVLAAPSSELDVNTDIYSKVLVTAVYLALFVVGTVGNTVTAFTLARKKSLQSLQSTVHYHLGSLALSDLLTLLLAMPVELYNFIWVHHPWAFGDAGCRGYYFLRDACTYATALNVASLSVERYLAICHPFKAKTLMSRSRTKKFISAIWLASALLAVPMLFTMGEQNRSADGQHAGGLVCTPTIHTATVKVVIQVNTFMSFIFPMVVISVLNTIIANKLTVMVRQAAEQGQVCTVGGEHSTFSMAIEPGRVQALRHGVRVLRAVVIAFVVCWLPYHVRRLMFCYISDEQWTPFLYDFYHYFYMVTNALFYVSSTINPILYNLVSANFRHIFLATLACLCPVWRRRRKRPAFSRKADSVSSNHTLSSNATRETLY
KOR beta-arrestin-1: KOR antagonists, beta-arrestin recruitment, cell-based, luminescence, uHTS (AID 1778); Kappa-type opioid receptor (Homo sapiens); inhibition, % at 10 µM, or IC50 in µM where a hit was titrated; KOR beta-arrestin recruitment, luminescence, antagonist mode; higher % means a stronger effect; hit rate 0.091% among 290,000; further: strong numbers were not always called active
NOD2 inhibition: NOD2 signaling inhibitors, cell-based, luminescence, uHTS, HEK293 (AID 1566); inhibition, % at 4 µM, or EC50 in µM where a hit was titrated; hit rate 0.63% among 290,000; HEK293 NOD2/NF-kB luciferase reporter, luminescence; higher % means a stronger effect; further: many of its hits are not listed in these tables
ER stress rescue: rescue of cells from ER stress-induced death, primary screen, 384-well, CSM14.1, thapsigargin, ATP luminescence (AID 1222); CSM14.1 thapsigargin-induced death rescue, ATP luminescence; higher % means a stronger effect; cellular ATP content (survival), % at 20 µM; hits with a dose series show EC50 in µM; 190,000 tested, under 10 active;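 active means EC50 below 50 µM in the dose-response confirmation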;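 further: death triggered by thapsigargin at about 15 µM added after 2 h compound pretreatment; cell ATP read after overnight thapsigargin exposure of roughly 18 to 22 hours; normalized against plate controls of thapsigargin alone and 5% DMSO vehicle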
KOR beta-arrestin-2: KOR agonists, beta-arrestin recruitment, primary screen, cell-based, luminescence, uHTS (AID 1777). hit rate 0.02% among 280,000. activation, % at 10 µM; hits with a dose series show EC50 in µM. KOR beta-arrestin recruitment, luminescence; higher % means a stronger effect; in the data active means activation above about 50%, passing the limit was not always enough; further: a part of the inactive calls stands beside numbers as strong as those of hits
TNAP activation fold: human TNAP enzyme activators, primary screen, biochemical, luminescent, no phosphate acceptor, uHTS (AID 1001); Alkaline phosphatase, tissue-nonspecific isozyme (Homo sapiens); purified TNAP, luminescent activation assay, no phosphate acceptor; higher activation fold means a stronger effect; activation fold at 20 µM, or EC50 in µM where a hit was titrated; hit rate 0.03% among 200,000; in the data active means activation fold from about 3, or a potency from the dose series; inactive means the rest, 99 in 100 with activation fold below about 1.6; further: many of its hits are not listed in these tables
NTR1 agonist cell count 20 µM: second read-out of NTR1 agonist, no call of its own (marks repeat the call); cell count; measured here: cell count, cytotoxicity flag
Numbers without * were called inactive; i = inactive; / = not tested or not shown; [ ] = another dose, or the depositor's remark. Unless noted, no stated cut-off is given here; in the data, active means inhibition above about 50%; inactive means the rest.

SMILES	GPR55 beta-arrestin	NOD1 NF-kB reporter	Yfh1-depleted yeast	NTR1 agonist	NTR1 agonist cell count 20 µM	KOR beta-arrestin-1	NOD2 inhibition	ER stress rescue	KOR beta-arrestin-2	TNAP activation fold
CC(=O)Nc1cccc(C(=O)Nc2ccccc2C(=O)O)c1	-0.1%	-5%	i	-2.1	51	13%	3%	-1.6%	1.6%	1.1
COc1ccc(OC)c(CCNC(=O)Cn2nc(C)c3c(C)n(-c4ccccc4)nc3c2=O)c1	-0.1%	-12%	/	0.8	61	-61%	31%	/	2.0%	/
CCc1ccc(NC(=O)CCS(=O)(=O)c2cccc3nsnc23)cc1	-0.1%	-8%	i	-2.1	85	-64%	-5%	-0.9%	8.0%	1
Cc1ccc(OCC(=O)N2CCCc3ccccc32)cc1	-0.2%	-1%	i	1.8	29	4%	6%	1.7%	4.7%	1
COc1ccc(CNC(=O)CN2C(=O)COc3ccc(S(=O)(=O)N4CCCC4)cc32)cc1	-0.1%	-15%	/	0.0	70	-3%	4%	/	-2.2%	/
CC(Oc1ccc2c(-c3ccccc3)cc(=O)oc2c1)C(=O)NCc1ccccn1 (stereo not drawn)	-0.1%	6%	/	1.2	93	14%[20 µM]	6%	/	-6.1%	/
CCC(Sc1nc(N)c(NC(=O)c2ccc(OC)c(OC)c2)c(=O)[nH]1)C(=O)OC (stereo not drawn)	0.3%	1%	i	-2.1	59	-23%	-18%	-1.4%	7.2%	1.1
C=CCN1C(=O)C(CC(=O)O)SC1=Nc1c(C)n(C)n(-c2ccccc2)c1=O (stereo not drawn)	-0.1%	-14%	i	-0.9	70	-4%	4%	0.2%	-0.5%	1.1
O=C(O)Cn1cnc2scc(-c3ccccc3)c2c1=O	-0.2%	-18%	/	-1.0	57	-8%	3%	/	-2.6%	/
O=C(O)CCc1[nH]c2ccccc2c1Sc1ccccc1	-0.1%	3%	/	-1.8	100	-22%	-2%	/	-2.9%	/
COc1ccc(C2c3c(-c4ccccc4)n[nH]c3C(=O)N2c2ccc(C(=O)O)cc2)cc1 (stereo not drawn)	-0.1%	-1%	i	5.1	54	11%	1%	/	2.9%	/
Cc1cccn2c(=O)c3cc(C(=O)NCc4cccnc4)c(=N)n(C(C)C)c3nc12	0.2%	-20%	i	-0.7	79	-26%	12%	-1.5%	-3.1%	1.1
Cc1ccc(S(=O)(=O)N2CCC(NC(=O)C3CCCCC3)CC2)cc1	-0.1%	0%	/	-0.6	50	-11%	-13%	/	0.3%	/
S=C(NCCc1ccccn1)Nc1ccccc1	0.5%	-19%	i	0.7	27	-2%	8%	-1.7%	-6.2%	1.1
O=C(NCCCNC(=O)c1cnccn1)c1ccc(Cl)c(Cl)c1	0.7%	-14%	/	0.3	54	2%	12%	/	-1.4%	/
CCCCN(CC)C(=O)c1cc2c(=O)n3cccc(C)c3nc2s1	0.3%	-8%	/	5.1	74	4%	13%	/	-0.2%	/
CN(C)CCN(C(=O)c1ccc2ccccc2c1)c1nc2cc3c(cc2s1)OCCO3	0.7%	-30%	/	3.1	63	11%	-13%	/	1.3%	/
Cc1cc2nc(-c3ccc(=O)[nH]c3)n(Cc3ccccc3)c2cc1C	1.2%	0%	/	2.0	97	2%	4%	/	-3.7%	/
CC1Cc2ccccc2N1CC(=O)NC(=O)NCc1ccco1 (stereo not drawn)	-0.2%	-5%	i	2.4	88	18%	0%	/	-2.9%	1.1
COC(=O)c1ccc(COc2ccccc2/C=N/NS(=O)(=O)c2ccccc2)cc1	-0.1%	-10%	i	7.4	59	23%	-20%	-1.2%	-1.0%	1
CC(C)(C)Nc1nc(-c2ccccn2)nc2ccccc12	1.2%	10%	/	7.7	81	-38%	-22%	/	6.3%	/
CCCCC1CC(/C(C)=N/NC(N)=O)OC1=O (stereo not drawn)	0.0%	-14%	i	-0.4	39	-26%	-7%	-1.0%	-0.6%	1.1
COc1ccc(COC(=O)C2=C(C)NC(=O)NC2c2cc(OC)ccc2OC)cc1 (stereo not drawn)	-0.1%	-25%	/	-0.3	57	-28%[20 µM]	-11%	/	-0.9%	/
O=C(/C=C/c1ccccc1)N/C(=C/c1ccccc1)C(=O)Nc1ccc(C(=O)O)cc1	-0.5%	-11%	i	3.0	76	33%	-1%	0.6%	-4.5%	1.1

No new results follow: entries from further up.
SMILES	GPR55 beta-arrestin	NOD1 NF-kB reporter	Yfh1-depleted yeast	NTR1 agonist	NTR1 agonist cell count 20 µM	KOR beta-arrestin-1	NOD2 inhibition	ER stress rescue	KOR beta-arrestin-2	TNAP activation fold
Cc1cc2nc(-c3ccc(=O)[nH]c3)n(Cc3ccccc3)c2cc1C	1.2%	0%	/	2.0	97	2%	4%	/	-3.7%	/
CC1Cc2ccccc2N1CC(=O)NC(=O)NCc1ccco1 (stereo not drawn)	-0.2%	-5%	i	2.4	88	18%	0%	/	-2.9%	1.1

Additional records follow:
SMILES	GPR55 beta-arrestin	NOD1 NF-kB reporter	Yfh1-depleted yeast	NTR1 agonist	NTR1 agonist cell count 20 µM	KOR beta-arrestin-1	NOD2 inhibition	ER stress rescue	KOR beta-arrestin-2	TNAP activation fold
Cc1c(CC(=O)NCC(=O)O)c(=O)oc2cc3oc4c(c3cc12)CCCC4	-0.1%	8%	/	-1.3	50	18%	-12%	/	-4.6%	/
COC(=O)c1ccc(C2C(C#N)=C(C)NC3=C2C(=O)CC(C)(C)C3)cc1 (stereo not drawn)	-0.1%	1%	i	-1.2	102	18%	-3%	0.4%	0.6%	1.1
COCC1CCN(C(=O)c2ccc(OC3CCN(Cc4ccccn4)CC3)cc2)C1 (stereo not drawn)	0.3%	-19%	/	0.5	63	22%	-18%	/	0.9%	/
COc1ccccc1OCCOCCn1cnc2ccccc2c1=O	0.3%	17%	i	1.4	81	-50%	3%	-2.2%	6.0%	1.1
CNC(=O)CCn1nc(-c2ccc(C)cc2)c2ccccc2c1=O	0.8%	3%	/	-0.8	50	31%	7%	/	-5.2%	/
O=C(c1ccccc1)N1CCN(C(=O)N2CCOCC2)CC1	-0.1%	-34%	i	0.1	88	3%	-5%	-2.3%	-3.7%	1.1
O=C1C(=O)N(CCCN2CCOCC2)C(c2ccc([N+](=O)[O-])cc2)/C1=C(/O)c1ccc2c(c1)OCO2 (stereo not drawn)	0.2%	-25%	/	1.7	61	-10%	14%	/	6.1%	/
CN(C)C=NC(=O)c1cc(C(=O)c2ccccc2)c[nH]1	0.2%	-30%	i	0.4	48	-9%[20 µM]	-2%	-1.5%	1.5%	1
CC(=O)N=C1SC2CS(=O)(=O)CC2N1c1ccccc1Cl (stereo not drawn)	-0.2%	-5%	i	-0.7	42	31%	3%	-0.6%	1.0%	1
CC(C)C(=O)Nc1cccc(NC(=S)NC(=O)c2ccc3c(c2)OCO3)c1	0.0%	-76%	/	-0.2	75	0%	-38%	/	-1.1%	/
Cc1snc2sc(C(=O)c3ccc(F)cc3)c(N)c12	-0.1%	-7%	i	3.7	53	20%	-62%	/	1.1%	/
COc1ccc2sc(N(CCCN(C)C)C(=O)c3nc4ccccc4s3)nc2c1	-0.3%	-39%	i	-1.4	55	-27%	-10%	/	2.7%	1
CC(=O)c1c(C(C)=O)c(C)n(C2CCCCC2)c1C	-0.5%	-8%	i	-0.5	37	-16%	17%	-0.1%	-6.0%	1.1
O=C(CNC(=O)C1CCCCC1)NC1CCCCC1	0.0%	-2%	/	-0.5	62	7%	6%	/	1.4%	/
Cc1ccc(S(=O)(=O)c2nc(-c3ccc(F)cc3)oc2N2CCOCC2)cc1	0.3%	-5%	/	-1.2	54	-13%	7%	/	-1.9%	/
Cc1cccc(C(=O)N2CCN(c3ccc([N+](=O)[O-])c(NCc4ccco4)c3)CC2)c1	0.2%	46%	i	1.0	46	19%	24%	-1.2%	3.0%	0.9
COC(=O)c1ccc(CSc2nc3cc(Cl)ccc3o2)cc1	-0.1%	4%	i	2.1	47	9%	26%	1.8%	/	1.1
CC1CCCC(NC(=O)CCCn2c(=S)[nH]c3ccccc3c2=O)C1C (stereo not drawn)	0.7%	-11%	i	1.4	59	5%	7%	0.3%	1.5%	1.1
O=C(CN1C(=O)COc2ccc(S(=O)(=O)N3CCOCC3)cc21)Nc1cccc(Cl)c1	-0.1%	4%	/	1.1	49	-21%	-1%	/	1.7%	/
O=C(NCC1CCCO1)c1ccc2c(=O)n(Cc3ccc(Cl)cc3)c(=S)[nH]c2c1 (stereo not drawn)	-0.3%	-19%	i	1.2	70	-4%	13%	-14%	0.4%	1
CCCCCCCC1CC(CSc2ncn[nH]2)OC1=O (stereo not drawn)	-0.3%	-30%	i	1.8	46	-57%	4%	-1.8%	1.5%	0.9
COc1ccc(C(CC(=O)O)NC(=O)Cc2ccccc2)cc1OC (stereo not drawn)	0.5%	-42%	i	-0.3	34	24%	-2%	-3.0%	1.3%	1
CCC(c1c(C)[nH]oc1=O)c1c(C)[nH]oc1=O	0.2%	4%	i	-0.8	44	22%	2%	0.4%	-8.9%	1.2
CCC1CCCCN1CCCNC(=O)c1ccc(CS(=O)(=O)c2ccccc2OC)o1 (stereo not drawn)	0.2%	13%	/	-0.1	48	-27%	23%	/	-3.2%	/

3 entries from above, arranged by length of the SMILES, smallest number first:
SMILES	GPR55 beta-arrestin	NOD1 NF-kB reporter	Yfh1-depleted yeast	NTR1 agonist	NTR1 agonist cell count 20 µM	KOR beta-arrestin-1	NOD2 inhibition	ER stress rescue	KOR beta-arrestin-2	TNAP activation fold
COC(=O)c1ccc(CSc2nc3cc(Cl)ccc3o2)cc1	-0.1%	4%	i	2.1	47	9%	26%	1.8%	/	1.1
COc1ccc(C(CC(=O)O)NC(=O)Cc2ccccc2)cc1OC (stereo not drawn)	0.5%	-42%	i	-0.3	34	24%	-2%	-3.0%	1.3%	1
Cc1cccc(C(=O)N2CCN(c3ccc([N+](=O)[O-])c(NCc4ccco4)c3)CC2)c1	0.2%	46%	i	1.0	46	19%	24%	-1.2%	3.0%	0.9

Not all compounds are listed (hit frequency here may not be typical).
